# High-throughput results from PubChem BioAssay.
# INS-1E GSIS act – GLuc luminescence reporter in INS-1E cells, primary screen for activators of glucose-dependent secretion of insulin | AID 743287, 2014 | activation, % at 16.6 µM | actives 0.61% (n = 370,000) | INS-1E GLuc reporter insulin secretion, 2-3 h;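 active means lowest replicate activation of at least 40%, so every replicate reaches that level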;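 further: 0% = median of neutral control wells and 100% = median of IBMX positive control wells; some compounds called inactive have numbers as strong as hits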
# Cneo AK release – Cryptococcus neoformans cell lysis inducers, primary screen, AK release luminescence, single concentration. C. neoformans lysis, adenylate kinase release luminescence, 4 h; normalised: neutral wells 0, clomiphene wells 100. lysis activity, % at 15 µM. actives 0.2% (n = 360,000). AID 651654, 2012;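 active means mean lysis activity across replicates of at least 80%, whatever share of replicates individually reach that level; inactive means mean lysis activity below 80%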
#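 Assay system: C. neoformans cells. Amount: yeast cell density of 5 × 10^6 cells/mL. Technique: AK luminescence. Buffer or medium: YPD. Times: static 4 h at 37 °C with compound, 1 h detection. Dosing: single-point compound dose. Read-out: lysis from increased AK signal.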
# PglD inh – C. jejuni PglD acetyltransferase inhibitors, primary screen, biochemical, DTNB colorimetric, single point | AID 602405, 2012 | purified PglD enzyme, DTNB colorimetric CoA detection | actives 0.098% (n = 360,000) | inhibition, % at 12.5 µM | UDP-N-acetylbacillosamine N-acetyltransferase PglD (Campylobacter jejuni); in the data active means inhibition above about 16%, passing the limit was not always enough; further: strong numbers were not always called active
# CFTR F508del cor – F508del CFTR correction, initial screen, CFBE line, single point. activity (quench increase), % at 7.58 µM. actives 0.36% (n = 350,000). CFBE cells, YFP halide quenching; stimulated with forskolin plus potentiator P3; % fluorescence drop versus neutral controls;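 active means mean added fluorescence quench of at least 8% versus neutral control, with both replicates also reaching 8%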;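 further: cells transiently co-express mutant CFTR-F508del with the halide-sensitive YFP; corrector assay measuring rescue of mutant channel to the surface after 24 h compound exposure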
# PGC1a acetyl inh – inhibitors of PGC1a acetylation signal, primary screen, cell-based, U2OS, AlphaScreen, inhibitor mode; AlphaScreen anti-acetyl-lysine; with virally co-expressed GCN5 acetyltransferase; inhibition, % at 15.6 µM; actives 0.17% (n = 350,000); AID 651687, 2012;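 active means every replicate shows inhibition of at least 40%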;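 further: 0% = neutral control wells and 100% = positive control wells; some results beyond the cut were filed as inactive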
# miR122 inh – miR-122 Renilla sensor signal increase in Huh7, primary screen, miR-122 inhibitor project, cell-based, single point, plate reader. AID 602342, 2012. Huh7 miR-122 Renilla luciferase sensor, 48 h; neutral wells = 0, positive control = 100. activation (reporter increase), % at 12.5 µM. actives 0.3% (n = 340,000);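 active means mean replicate activation score at least 90 and every replicate individually at or above 90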;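 further: higher luciferase means less miR-122 activity so hits act as miR-122 inhibitors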
# C2C12 statin – suppressors of statin myotoxicity in C2C12 myotubes, primary screen, cell-based, single point, plate reader; rescue of ATP level, % at 7.49 µM; C2C12 myotubes + simvastatin, ATP luminescence, 48 h; scaled: DMSO 0, geranylgeraniol control 100; AID 602340, 2012; actives 0.78% (n = 330,000);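 active means mean ATP rescue above about 67%, or every replicate alone reaching that limit, limit read from the data, passing the limit was not always enough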;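 further: myotubes were challenged with 10 µM simvastatin during compound exposure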
# FN deposit inh – inhibitors of fibronectin matrix deposition, primary screen, AH1F cells, Alexa488-fibronectin fluorescence, plate reader | inhibition, % at 12.6 µM | AID 743247, 2014 | AH1F fibroblasts, overnight | actives 0.086% (n = 350,000);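 active means mean inhibition across replicates of 30% or more, regardless of how many single replicates reach that level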;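 further: positive control wells lacked labelled fibronectin entirely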
#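 Assay system: AH1F fibroblast monolayer, labelled fibronectin deposition. Amount: 10000 cells per well. Also added: labelled fibronectin 24 nM. Compound: single-point pinned compound. Incubation: cell attachment 1 h, compound and FN exposure overnight. Detection: fluorescence after three HBSS washes, excitation 485 nm, emission 525 nm. Read-out: inhibition of fibronectin deposition signal.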
# * hit, by the source's call; nt = not tested or not shown; [ ] = another dose, or the depositor's remark.
SMILES,INS-1E GSIS act,Cneo AK release,PglD inh,CFTR F508del cor,PGC1a acetyl inh,miR122 inh,C2C12 statin,FN deposit inh
Cc1ccc(S(=O)(=O)N2C[C@H](O)COC[C@@H]3O[C@@H](CC(=O)N[C@H]4CCN(Cc5ccccc5)C4)CC[C@H]32)cc1,1,3,4,0.9,5,-3[16.7 µM],-1,2
COc1cccc(C(=O)NNC(=O)c2sccc2-n2cccc2)c1,19,-1,-5,6.5,17,13,9,nt
CC1(C(=O)NS(=O)(=O)c2cccc(Cl)c2)CCN1C(=O)Cc1ccsc1 (stereo not given),0,-1,-5,7.5,9,-2,6,8
CCOC(=O)[C@H]1[C@H]2COc3ccc(C)cc3[C@@H]2N2C(=O)CN(C)C(=O)[C@@]12C,-5,-2,0,0.8,nt,-3,2,-41
CC(C)NC(=O)N(C)C[C@@H]1Oc2cc(C#CC3CC3)ccc2S(=O)(=O)N([C@@H](C)CO)C[C@H]1C,-11,-1,-3,-0.9,-20,21[16.7 µM],-6,nt
O=C(NNc1nc2ccccc2nc1C(F)(F)F)c1ccccc1,21,-1,-12,nt,5,4,12,nt
COn1c(-c2ccccc2)nc2ccc(Cl)cc21,nt,-3,-5,nt,-5,-4,-8,nt
COC(=O)C[C@@H]1CC[C@H]2[C@H](COc3ccc(NC(=O)c4cc(C)on4)cc3C(=O)N2C)O1,0,-5,2,-2.1,-3,58[16.7 µM],-45,-13
C[C@H](CO)N1C[C@H](C)[C@@H](CN(C)Cc2ccccc2)Oc2ccc(NS(=O)(=O)c3cn(C)cn3)cc2C1=O,7,-1,-2,-1.2,nt,-1[16.7 µM],7,nt
COc1ccc(-c2oc3ccc(N4CCOCC4)cc3c2/C=C/c2ccc(OC)c(OC)c2)cc1,7,1,-8,-1.7,5,0,1,-3
C[C@H](CO)N1C[C@H](C)[C@H](CN(C)Cc2ccc(C(=O)O)cc2)OCCCC[C@H](C)Oc2ccc(NC(=O)c3ccccc3)cc2C1=O,2,-2,0,-1.1,11,11[16.7 µM],nt,-7
CC1(C)CC2CC(C)(CN2C(=O)COC(=O)c2cccnc2Cl)C1 (stereo not given),9,-1,2,-1.2,1,4,-5,-2
CC(C)(C)c1nnc2sc(SCC(=O)N3CCCc4ccccc43)nn2c1=O,nt,3,-1,nt,4,-10,9,-4
COc1ccc(C(C)=O)cc1COC(=O)C1CC(=O)N(Cc2ccccc2)C1 (stereo not given),21,2,-3,-0.3,-3,nt,7,5
Cc1noc(C)c1NC(=O)Nc1ccc2c(c1)C(=O)N([C@H](C)CO)C[C@H](C)[C@H](CN(C)C(=O)Nc1cccc3ccccc13)O2,3,0,-5,-1.9,8,-1[16.7 µM],29,-2
Cc1cc(C)n(-c2nc(NCC(C)O)c3c4c(sc3n2)CCCC4)n1 (stereo not given),nt,1,-5,nt,-9,-3,15,nt
CCN(c1ccccc1)S(=O)(=O)c1ccc(NC(=S)NC(=O)c2cccs2)cc1,nt,5,6,nt,-7,20,-4,nt
CCCN1[C@H](C(=O)N2CCCCC2)[C@@H](CO)[C@@H]2Cn3c(cccc3=O)[C@@H]21,17,0,4,-2.0,0,-2[16.7 µM],-6,nt
CCC(=O)N1[C@@H](CO)[C@@H](c2ccccc2)[C@@H]1CN(C)C(=O)c1ccccc1F,-1,42,1,0.5,11,8[16.7 µM],0,-7
Fc1cccc(CNc2ncnc3ccc(-c4ccc5c(c4)OCO5)cc23)c1,0,-1,2,2.8,2,-4,-15,1
CCOCCCn1c(SCC(=O)Nc2cccc(OC)c2)nc2ccccc2c1=O,-16,-2,1,-1.2,-8,8,8,7
CO[C@@H]1CN(C)C(=O)c2ccc(NC(=O)c3ccc(F)cc3)cc2OC[C@H](C)N(C(C)=O)C[C@@H]1C,7,-15,2,0.0,4,nt,9,-12
CCOc1ccc(C2C(C(=O)O)c3ccccc3C(=O)N2CCN2CCOCC2)cc1 (stereo not given),nt,-2,-4,nt,3,-4,-3,nt
COc1ccc(SCC(=O)Nc2ccccc2Cl)cc1,9,nt,nt,0.4,-10,-4,nt,4
CCc1ccccc1N(C(=O)CCC(=O)Nc1cc(C)on1)C(C(=O)NC1CCCC1)c1ccco1 (stereo not given),nt,0,6,nt,-1,2,-4,nt
CCc1ccccc1NC(=O)Nc1ccon1,14,2,-3,2.6,nt,nt,-5,0
C[C@H](CO)N1C[C@H](C)[C@@H](CN(C)Cc2ccccc2)Oc2c(NC(=O)NC3CCCCC3)cccc2C1=O,-23,-3,2,5.7,-12,42[16.7 µM],-19,nt
COc1ccc2nc(NC(=O)CN3C(=O)NC4(CCCC4)C3=O)sc2c1,-1,nt,nt,2.4,nt,nt,5,-9
O=C(NCC1CCCO1)c1ccccc1OCc1ccc(F)cc1 (stereo not given),15,0,-1,0.5,2,2,15,-4
COCc1cc(C)nc2oc(C(=O)c3ccccc3)c(N)c12,-5,nt,nt,-1.3,8,nt,nt,1
CC1(C(=O)NS(=O)(=O)c2ccc(Cl)s2)CCN1C(=O)CCc1ccccc1 (stereo not given),-3,1,0,1.3,-20,-1,3,1
Cc1nn(C)c(C(=O)N2CCc3ccccc32)c1Cl,nt,1,-4,nt,nt,-19,0,-19
c1ccc(Oc2cccc(OCCCn3cncn3)c2)cc1,nt,1,0,nt,-3,-5,14,1
C[C@@H]1CN([C@H](C)CO)C(=O)c2cc(NC(=O)Nc3ccccc3)ccc2O[C@@H]1CN(C)C(=O)Nc1ccccc1,-7,-4,-4,0.2,nt,-2[16.7 µM],-6,nt
CCOC(=O)N(C)C[C@@H]1OCc2ccccc2-c2ccccc2C(=O)N([C@H](C)CO)C[C@H]1C,2,-2,3,0.3,3,nt,nt,-12
C[C@@H](O)C#Cc1ccc([C@H]2[C@@H](CO)N3CCCCN(C(=O)c4ccc(F)cc4)C[C@H]23)cc1,-1,2,-4,3.1,6,-22[16.7 µM],nt,nt
Cn1c(=O)c2c(-c3cccc(Br)c3)c(C#N)c(N)nc2n(C)c1=O,33,-1,5,-0.2,3,nt,nt,-6
CSCCC(NC(=O)c1ccco1)C(=O)NCCc1ccc(Cl)cc1 (stereo not given),-6,-1,-10,-3.9,-2,-1,0,1
O=C(Nc1sc2c(c1C(=O)O)CCCCC2)c1ccco1,nt,-5,2,nt,-5,208*,5,0
O=C(C[C@H]1C/C=C\C[C@H](NC(=O)OCC2c3ccccc3-c3ccccc32)C(=O)O[C@H](c2ccccc2)CNC1=O)N[C@H](CO)Cc1ccccc1,nt,2,-4,nt,6,-5,-63,nt
Cc1nnc(N2CCCCC2)c2ccccc12,nt,-11,-8,nt,2,-7,-13,nt
CCOC(=O)C1CCCN(c2c(N3CCC(N4CCCCC4)CC3)c(=O)c2=O)C1 (stereo not given),7,-1,-4,-0.9,15,-5,-9,1
Cc1ccc(NC2(C#N)C(=O)Nc3ccccc32)cc1 (stereo not given),3,0,-2,nt,-6,-3,8,nt
C[C@H](CO)N1C[C@H](C)[C@@H](CN(C)S(=O)(=O)c2ccc(Cl)cc2)Oc2ccc(NC(=O)NC3CCCCC3)cc2C1=O,3,-1,0,-2.7,9,-2[16.7 µM],-77,nt
CCc1nc(N2CCN(C(=O)CCl)CC2)c2c3c(sc2n1)CC(C)CC3 (stereo not given),7,1,-2,0.6,3,-5,-1,2
Nc1ccccc1C(=O)NC1CCCNC1=O (stereo not given),10,2,1,1.0,1,-4,nt,3
O=C(NC(=S)Nc1nc2c(s1)CCCC2)c1ccccc1,nt,-4,-1,nt,-2,1,nt,-1
CCc1ccc(CN2CCCC(CNC(=O)c3cccc(OC)c3OC)C2)cc1 (stereo not given),5,0,-2,-6.0,nt,-6,9,-16
CC1CCCC(NC(=S)NC(=O)c2ccco2)C1C (stereo not given),nt,17,6,1.4,-8,nt,-12,4
C[C@@H]1CN([C@H](C)CO)C(=O)c2cc(NC(=O)Nc3cccc4ccccc34)ccc2O[C@@H]1CN(C)S(=O)(=O)c1cccs1,2,3,-2,-1.8,-5,6[16.7 µM],-220,-4

# Some of the entries above in another layout:
# The line under a structure holds: INS-1E GSIS act, Cneo AK release, PglD inh, CFTR F508del cor, PGC1a acetyl inh, miR122 inh, C2C12 statin, FN deposit inh
> COc1ccc2nc(NC(=O)CN3C(=O)NC4(CCCC4)C3=O)sc2c1
  -1, nt, nt, 2.4, nt, nt, 5, -9
> CCOC(=O)N(C)C[C@@H]1OCc2ccccc2-c2ccccc2C(=O)N([C@H](C)CO)C[C@H]1C
  2, -2, 3, 0.3, 3, nt, nt, -12

# (continued)
SMILES,INS-1E GSIS act,Cneo AK release,PglD inh,CFTR F508del cor,PGC1a acetyl inh,miR122 inh,C2C12 statin,FN deposit inh
O=[N+]([O-])c1ccc(S(=O)(=O)Nc2cccc(-c3ccc(N4CCOCC4)nn3)c2)cc1,1,-12,4,1.6,nt,1,8,7
CCc1nc2ccc(C(=O)NCCCn3ccnc3)cn2c1N(C)Cc1cc2ccccc2s1,-19,1,3,-1.2,-20,-5,-13,19
COC(=O)C1CCCCN1C(=O)c1ccc2oc(Cc3ccccc3)nc2c1 (stereo not given),10,0,-1,1.5,5,5,-4,1
Cn1c(=O)cc(OCC(=O)N2CCC(N3CCCCC3)CC2)c2ccccc21,-7,0,-2,-2.4,-2,-3,9,1
OCCC1CN(Cc2ccc3nonc3c2)CCN1Cc1ccsc1 (stereo not given),14,nt,nt,-4.3,5,7,nt,1
Cc1ccc2sc(=O)[nH]c2c1,-4,-1,-18,-0.1,nt,-1,15,-13
O=C(COC(=O)c1cc(=O)c2ccccc2o1)Nc1cc(Cl)ccc1Cl,6,2,3,-0.5,nt,nt,0,1
Cc1ccc2nc(C(F)C(F)(F)F)[nH]c2c1 (stereo not given),-16,nt,nt,-1.4,0,-4,3,-14
Cc1ccc(S(=O)(=O)N2[C@@H](c3ccc(F)cc3)C(C(=O)O)=CC[C@H]2c2ccc(Cl)cc2)cc1,-40,0,0,2.6,nt,nt,-8,-1
Cc1ccc(CN2CCC(Oc3cccc(C(=O)N(C)CCN(C)C)c3)CC2)cc1C,8,0,4,-2.6,1,-4,-9,0
O=C(Nc1sc2c(c1C(=O)O)CCCC2)c1cccc(Cl)c1,-28,-1,-5,-2.6,nt,nt,-19,12
COc1ccccc1-c1ccc([C@@H]2[C@@H](CO)N3CCCCN(C(=O)c4cccnc4)C[C@@H]23)cc1,5,-17,0,2.3,2,5[16.7 µM],-12,1
Cc1ccc(C(=O)N2CCCC(CCC(=O)NCc3ccccc3F)C2)cn1 (stereo not given),5,0,2,0.5,1,0,nt,6
O=C(NC1=NCCS1)C1CCN(S(=O)(=O)c2ccccc2C(F)(F)F)CC1,-7,-1,3,1.4,0,10,5,-11
NC(=O)CN(c1ccc(Oc2ccccc2)cc1)S(=O)(=O)c1ccccc1,-7,0,0,-0.2,nt,-1,8,3
